# AMA1-RON2 inh – qHTS for Inhibitors of AMA1-RON; Towards Development of Antimalarial Drug Lead: Primary Screen | AlphaScreen AMA1-biotinylated RON2 peptide binding | Potency, µM (doses to about 58.2 µM), for the others: top-dose activity change, negative = inhibition, hits mostly inhibitors | 360,000 compounds, 0.2% hits; active = well fitted inhibition curve with a large enough effect; inconclusive = small, poorly fitted or top-dose-only effect; inactive = no such curve, though single readings can be large or run the other way;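 also: potency is read from the fitted curve at half-maximal effect; 0% = vehicle wells and -100% = peptide control; nearly all actives have a fitted effect of over 45% in size; some results filed as inactive show a strong effect at the top dose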
#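 AMA1 (3D7) with his tag at 25 nM final met compounds first, then biotinylated RON2 peptide at 25 nM; detection used donor plus acceptor beads, 10 µg/mL apiece, read by AlphaScreen after 30 min at room temperature.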
# HCMV inh – qHTS Assay for inhibitors of the human cytomegalovirus (HCMV); HFF cells, HCMV-luciferase reporter, 72 h; active compounds read low; 410,000 compounds, 4.5% hits; activity change, negative = inhibition, % at 57.5 µM; AID 1259415, 2018; in the data active = activity change below about -60%; inconclusive = no clear call, values can overlap the other calls; inactive = above about -39%
#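 Inhibition of viral replication was scored as loss of reporter luminescence in HFFs infected with HCMV-luciferase (MOI 1 PFU/cell) for 72 h; compounds tested at 2 doses, normalized to buffer and Salinomycin controls.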
# The depositor's hits bear a star; u = inconclusive; [ ] = dose if it differs, or a comment. Unless noted, % is scaled to controls: 0 for no effect and ±100 for the full control effect. An excerpt; count on the stated rates, not on these rows.
SMILES,AMA1-RON2 inh,HCMV inh
COc1ccc(NC(=O)c2cc(C3CCCCN3C(=O)c3ccc(C#N)cc3)on2)c(C)c1 (centres undefined),-11%,-22
C1=CC2(C=C1)OC21CCC2(C=CC3(C2)OC3C2CCCCC2)CC1 (centres undefined),5%,25
CCN(CC)C(=O)C1=C(C)N(CCC2=CCCCC2)C(=O)C(CC(=O)NCc2cccs2)C1 (centres undefined),1%,-7
CC(C)(C)c1ccc(CC(=O)N2CCC2(C)C(=O)Nc2ccc(F)cc2F)cc1 (centres undefined),-4%,u
COC(=O)c1ccc(CN2C(=O)C(C)ON=C2c2ncccc2C)o1 (centres undefined),38%[activator],58
CC1(C)CN(c2ccc(Br)cc2)C(=O)[C@H]1CC(=O)Nc1ccccc1,5%,-23
C[C@H](CO)N1C[C@H](C)[C@@H](CN(C)S(=O)(=O)c2cn(C)cn2)Oc2cc(Br)ccc2S1(=O)=O,1%,3
CCOC(=O)N1CCN(C(=O)C[C@@H]2C[C@@]3(C(=O)OC)CCCCC=C3N(Cc3ccc(Cl)cc3Cl)C2=O)CC1,-2%,2
Cc1cc(NS(=O)(=O)c2ccc(NC(=O)c3ccc([N+](=O)[O-])cc3)cc2)nc(C)n1,-7%,11
CC(=O)Nc1cc(F)c2c(c1F)Cc1cc(F)ccc1-2,-12%,18
CC1(C)OCC(CNC(=O)c2[nH]c(C(F)(F)F)nc2-c2ccccc2)O1 (centres undefined),-4%,-4
Cc1c2c(cc3c1[nH]c1ccccc13)C=NCC2,-6%,3
C[C@@H]1CN([C@H](C)CO)C(=O)c2cc(-c3ccc(C#N)cc3)cnc2O[C@H]1CN(C)C(=O)c1ccccc1,0%,-4
CCOC(=O)NC1CCc2cc(OC)c(OC)c(OC)c2-c2ccc(SC)c(=O)cc21 (centres undefined),16%,-72*
Cc1ccc(NC(=O)COC(=O)CN2CCSC2=O)cc1F,11%,-29
C[C@@H]1CN([C@H](C)CO)C(=O)c2cc(-c3ccccc3)cnc2O[C@@H]1CN(C)C(=O)C1CCOCC1,18%,24
COc1ccc(-c2oc3ccc(-c4ccc5c(c4)OCO5)cc3c2C#CC2(O)CCCCC2)cc1,7%,35
CCOC(=O)C1=C(COC(=O)Cc2ccccc2[N+](=O)[O-])NC(=O)NC1C (centres undefined),5%,26
Cc1cc(C)c(S(=O)(=O)N2CCN(C(=O)c3ccccc3OCc3c(C)noc3C)CC2)c(C)c1,1%[11.6 µM],23
O=C(c1cc2c(c(-c3cccc(-c4ccncc4)c3)n1)[C@@H](CCO)N(C(=O)c1ccc3c(c1)OCO3)C2)N1CCOCC1,-2%,6
COc1ccc(-c2csc(NC(=O)CS(=O)(=O)c3ccccc3)n2)cc1OC,-4%,-38
CC1CCCC(NC(=O)c2cccc(S(=O)(=O)N3CCOCC3)c2)C1C (centres undefined),11%,-25
CC(C)(Cc1nc2ccccc2[nH]1)c1nc2ccccc2[nH]1,7%,-12
CCCCCCCCN1C(=O)[C@H](CC(=O)N2CCOCC2)C[C@@]2(C(=O)OC)CC(C)(C)CC=C12,3%,26
Cn1nnc2cc(NC(=O)Nc3ccccc3F)ccc21,9%,40
O=C1NC(=O)/C(=C\c2ccc(Cl)cc2Cl)N1,22%,-28
O=C(Nc1cccc2[nH]c([C@H]3C[C@H](O)[C@@H](CO)O3)nc12)NC(c1ccccc1)c1ccccc1,-7%,u
C[C@H](CO)N1C[C@H](C)[C@@H](CN(C)C(=O)Oc2ccc3ccccc3c2)OCc2cnnn2CCCC1=O,-3%,-14
O=S(=O)(N/N=C\C=C\c1ccccc1)c1ccccc1,-3%,33
COC(=O)c1c(NC(=O)CSc2ncnc3ccccc23)sc(C)c1C,-3%,-26

# Shown with values under each structure: 16 of the compounds above.
# Values run as follows: AMA1-RON2 inh, HCMV inh
Cc1c2c(cc3c1[nH]c1ccccc13)C=NCC2
 : -6%, 3
C[C@@H]1CN([C@H](C)CO)C(=O)c2cc(-c3ccc(C#N)cc3)cnc2O[C@H]1CN(C)C(=O)c1ccccc1
 : 0%, -4
CCOC(=O)NC1CCc2cc(OC)c(OC)c(OC)c2-c2ccc(SC)c(=O)cc21 (centres undefined)
 : 16%, -72*
Cc1ccc(NC(=O)COC(=O)CN2CCSC2=O)cc1F
 : 11%, -29
C[C@@H]1CN([C@H](C)CO)C(=O)c2cc(-c3ccccc3)cnc2O[C@@H]1CN(C)C(=O)C1CCOCC1
 : 18%, 24
COc1ccc(-c2oc3ccc(-c4ccc5c(c4)OCO5)cc3c2C#CC2(O)CCCCC2)cc1
 : 7%, 35
CCOC(=O)C1=C(COC(=O)Cc2ccccc2[N+](=O)[O-])NC(=O)NC1C (centres undefined)
 : 5%, 26
Cc1cc(C)c(S(=O)(=O)N2CCN(C(=O)c3ccccc3OCc3c(C)noc3C)CC2)c(C)c1
 : 1%[11.6 µM], 23
O=C(c1cc2c(c(-c3cccc(-c4ccncc4)c3)n1)[C@@H](CCO)N(C(=O)c1ccc3c(c1)OCO3)C2)N1CCOCC1
 : -2%, 6
COc1ccc(-c2csc(NC(=O)CS(=O)(=O)c3ccccc3)n2)cc1OC
 : -4%, -38
CC1CCCC(NC(=O)c2cccc(S(=O)(=O)N3CCOCC3)c2)C1C (centres undefined)
 : 11%, -25
CC(C)(Cc1nc2ccccc2[nH]1)c1nc2ccccc2[nH]1
 : 7%, -12
CCCCCCCCN1C(=O)[C@H](CC(=O)N2CCOCC2)C[C@@]2(C(=O)OC)CC(C)(C)CC=C12
 : 3%, 26
Cn1nnc2cc(NC(=O)Nc3ccccc3F)ccc21
 : 9%, 40
O=C1NC(=O)/C(=C\c2ccc(Cl)cc2Cl)N1
 : 22%, -28
O=C(Nc1cccc2[nH]c([C@H]3C[C@H](O)[C@@H](CO)O3)nc12)NC(c1ccccc1)c1ccccc1
 : -7%, u

# Retrieved one by one from the entries so far:
SMILES,AMA1-RON2 inh,HCMV inh
O=C(Nc1cccc2[nH]c([C@H]3C[C@H](O)[C@@H](CO)O3)nc12)NC(c1ccccc1)c1ccccc1,-7%,u
CC(C)(Cc1nc2ccccc2[nH]1)c1nc2ccccc2[nH]1,7%,-12

# (cont.)
SMILES,AMA1-RON2 inh,HCMV inh
CC1(C(=O)Nc2cccc(NS(C)(=O)=O)c2)Cc2c(-c3cccc(C(N)=O)c3)ccnc2O1 (centres undefined),6%,33
OC(c1ccccc1)c1nc(-c2cc(F)cc(F)c2)cs1 (centres undefined),25%,3
COC(=O)[C@H]1C[C@@]2(O)CN(S(=O)(=O)c3ccc(C)cc3)C[C@@]2(OC(=O)Nc2cccs2)C[C@H]1C(=O)OC,3%,8
Cn1cc(-c2cccc3nncn23)cn1,-5%,-11
CCc1nc2ccc(C(=O)NCc3cccs3)cn2c1N(CC)Cc1cccc(Br)c1,5%,-22
Cn1c(COc2ccc(Cl)cc2)nnc1SCC(=O)NC1CCCCC1,1%,-6
O=C(NCc1ccccc1)/C(=C\c1cccc([N+](=O)[O-])c1)NC(=O)c1ccco1,16%,-17
CCCCC[C@H]1CCCCC[C@H](O)C[C@@H](O)[C@H](O)/C=C/C(=O)O1,9%,-30
O=C1NC(=O)C(c2ccccc2)(C2CCCC2)N1 (centres undefined),5%,-17
Nc1nc2ccccc2n1S(=O)(=O)c1ccccc1,5%,-5
Nc1ccccc1C(=O)NC(=O)Nc1ccc(Oc2ncc(Br)cn2)c(Cl)c1,36%[activator],-87*
O=C(NCc1cc(C(F)(F)F)cc(C(F)(F)F)c1)C1CC(c2ccccc2F)=NO1 (centres undefined),-4%,25
CC1(C(=O)NS(=O)(=O)c2ccccc2Cl)CCN1C(=O)Cc1ccc(Cl)cc1Cl (centres undefined),1%,-9
CCc1nc2ccc(C(=O)Nc3ccc(NC(C)=O)cc3)cn2c1N(C)C(=O)Cc1ccccc1,49%,11
C[C@@H]1CN([C@@H](C)CO)C(=O)c2cc(-c3ccccc3F)cnc2O[C@H]1CN(C)Cc1cccc(F)c1,15%,4
C[C@H](NC(=O)c1ncn2c1C(=O)N[C@@H](C)C2)c1ccccc1,70%[activator],-21
N#CCC(CNc1ncc(C(F)(F)F)cc1Cl)OC(=O)c1c(F)cccc1F (centres undefined),-4%,-30
CCCCCNC(=O)C(C1CC1)n1c(=O)c(-c2ccco2)nc2ccccc21 (centres undefined),5%,6
O=[N+]([O-])c1ccc(CS(=O)Cc2ccccc2)cc1 (centres undefined),16%,5
Cc1ccc(NC(=O)CC[C@H]2O[C@@H](n3cnc4c(NC(=O)c5ccccc5)ncnc43)[C@H](O)[C@@H]2O)cc1C,-2%,9
CCOC(=O)C1(C)CCN1C(=O)c1cccs1 (centres undefined),0%,-28
COc1ccc(F)cc1-c1cc(NC(C)=O)c2ncc(-c3cccc(C(F)(F)F)c3)n2c1,6%,-22
CCCCN1C(=O)C(CC(=O)NC2CCCCC2)CC(C(=O)N2CCOCC2)=C1C (centres undefined),2%,-9
Cc1ccc(CNc2nc(NC(C)C)nc3ccsc23)c(C)c1,-10%,-8
CNc1cncc(-c2ccc(F)cc2F)n1,0%,u
CCOC(=O)CNC(=O)N1Cc2cc(-c3ccc(OC)cc3)ccc2-n2nncc2C1,-2%,8
CCCNC(=O)C[C@@H]1C[C@@H]2c3cc(NS(=O)(=O)c4ccc(OC)cc4)ccc3O[C@@H]2[C@@H](CO)O1,26%,-14
COc1ccc(CN2CCC[C@]3(N[C@H](c4ccc(C)cc4)[C@@H]4C(=O)N(C)C(=O)[C@@H]43)C2=O)cc1,-11%,-3
CC1(C(=O)O)CCC2(C)CCC3(C)C(=CC(=O)C4C5(C)CCC(=O)C(C)(C)C5CCC43C)C2C1 (centres undefined),4%,-5
C[C@]12CC[C@H](O)CC1=CCC1C2CC[C@@]2(C)C1CC[C@@H]2NCc1ccccc1 (some centres undefined),7%,-23
Cc1ccc2c(CN(C)Cc3ccccc3)cc(=O)oc2c1,7%,65
CCCCCCN1C[C@@H](O)[C@H](n2cc(C3CC3)nn2)C[C@@H]1c1ccc(C)cc1,-3%,17
COC(=O)[C@]12CCCCC=C1N(Cc1ccc3c(c1)OCO3)C(=O)[C@H](CC(=O)NCCc1ccccc1OC)C2,-25%,3
CC1CCN(S(=O)(=O)c2ccc3c(c2)C(Cl)(Cl)C(=O)N3)CC1,11%,41
COc1ccc(-c2cc(C(=O)NC3CCCC3)c3ccccc3n2)cc1OC,5%,-4
O=c1o[nH]c(-c2ccccc2)c1-c1ccccc1,-18%,28
NCCCC[C@H]1CN=C(N)N1CC1CCCCC1,0%,u
CCOC(=O)CC1(CC)Oc2ccccc2N1S(=O)(=O)c1ccc(C)cc1 (centres undefined),2%,-9
O=CN(Cc1nc2ccccc2[nH]1)c1ccc(C(=O)O)cc1,2%,5
COc1cccc(CN(C)C[C@H]2OCc3cnnn3CCCC(=O)N([C@H](C)CO)C[C@@H]2C)c1,-3%,4
COCCN1C(=O)COc2ccccc2C1C(=O)NC1CCCCC1 (centres undefined),-5%,5
CCC(=NOCc1ccccc1)C(=O)NNS(=O)(=O)c1ccc(C)cc1,7%,14
COc1cccc(N(CC(=O)N2CCN(Cc3ccccc3)CC2)S(C)(=O)=O)c1,-1%,-7
Cc1cc(C)c(NC2=NCCS2)cc1C,7%,-89*
COc1cccc(C(CCc2cc(OC)c(OC)c(OC)c2)NC(C)=O)c1 (centres undefined),18%,1
CC1(C(=O)Nc2cnc3ccccc3c2)CCN1CCc1ccccc1 (centres undefined),0%,-23
CCOC(=O)[C@]12Cc3c(cc(OC)c(OC)c3OC)[C@H]1N(CCC(=O)OC)C(=O)c1cc(OC)ccc12,1%,-105*
Cc1ccc(C(=O)N2[C@@H]3CN(C)C(=O)[C@@]2(Cc2ccccc2)[C@H]2C(=O)N(C)C(=O)[C@@H]32)cc1,-3%,-3
Cc1c(NS(=O)(=O)c2cc(C(=O)Nc3ccc(F)cc3Cl)ccc2Cl)c(=O)n(-c2ccccc2)n1C,10%,-9
OCC1OC(n2cnc3c(N4CCCC4)ncnc32)C(O)C1O (centres undefined),-5%,-35
CC(=O)c1sc2c(c1OC(=O)c1ccccc1)c(=O)n(-c1ccccc1)c(=S)n2-c1ccccc1,-4%,-24
CCCNC(=O)c1cc(C2CCCN(C(=O)C3CCCCC3)C2)on1 (centres undefined),-2%,-23
OC[C@H]1O[C@@H](c2nc(-c3cccc4ccccc34)no2)[C@H](O)[C@@H]1O,16%,33
CN1CCN(C2CN(C3CCCCC3)S(=O)(=O)C2)CC1 (centres undefined),4%,-9
O=C(Nc1cc(Cl)ccc1Cl)N1CCN(C(=O)Nc2cc(Cl)ccc2Cl)CC1,-5%,-11
CC1=CN2C(c3cccc([N+](=O)[O-])c3)=NON(c3ccc(C)cn3)C2C=C1 (centres undefined),-9%,u
COc1cc(/C=C/CN2CCC(C(=O)NC(c3ccc(F)cc3)c3ccc4ccccc4n3)CC2)ccc1OC(C)=O (centres undefined),-1%,3
CCCCc1ccc(S(=O)(=O)NC(=O)C2(C)CCN2C(=O)CCc2cccs2)cc1 (centres undefined),-5%,-10
COc1ccc(Cl)cc1-c1cc(C(=O)Nc2ccccc2)[nH]n1,-3%,99
COc1cc(C(=O)C(=O)N2CCC(Cc3ccccc3)CC2)cc2ccccc12,-21%,-11
CC1(C(=O)NCc2cccc3ccccc23)CCN1C(=O)C1(c2ccccc2)CCCC1 (centres undefined),-8%,13
Nc1ccn(C2OC(COC(=O)C34CC5CC(CC(C5)C3)C4)C(O)C2O)c(=O)n1 (centres undefined),-3%,-97*
CC(=O)N1CC2(CC(c3ccccc3F)=NO2)CN1c1ccc(Cl)cc1 (centres undefined),24%,0

# Screening results deposited in PubChem by National Center for Advancing Translational Sciences (NCATS).
